AGP1 TOR yeast: yeast TOR pathway AGP1-GFP modulation. GFP response vs DMSO, % at 10 µM. S. cerevisiae AGP1-GFP multiplex flow cytometry, 3 h; GFP as percent of DMSO wells. 320,000 tested, 0.02% active;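 active = GFP response relative to DMSO above a set limit, near screen average plus 3 SD, cut at about 150% in these data; inconclusive = fewer than 70 cells counted for the yeast strain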;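 also: median GFP channel fluorescence of the gated AGP1 strain per well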
LAP4-GFP MLPCN: modulators of TOR pathway LAP4-GFP in S. cerevisiae. S. cerevisiae LAP4-GFP multiplex, flow cytometry GFP, 3 h; median GFP as percent of DMSO wells. GFP response vs DMSO, % at 10 µM. 320,000 tested, 0.34% active;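 active = GFP response vs DMSO above a set limit, about the screen mean plus 3 SD, cut at about 150% in these data; inconclusive = under 70 cell events counted for the yeast strain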
CIT2-GFP yeast: modulators of TOR pathway CIT2-GFP in S. cerevisiae; S. cerevisiae CIT2-GFP strain, flow cytometry, 3 h; 100 means same as DMSO wells; GFP response vs DMSO, % at 10 µM; 320,000 tested, 0.065% active; AID 2029;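 active = GFP response relative to DMSO above a set limit, near the screen mean plus 3 SD, cut at about 150% in these data; inconclusive = Fewer than 70 cells measured for a yeast strain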;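 also: ratio of well median GFP fluorescence to mean of DMSO wells on the plate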
GRK2 aptamer HTS: human GRK2 inhibition via aptamer displacement; bead flow cytometry, FAM-aptamer displacement from GRK2; 330,000 tested, 0.59% active; inhibition of aptamer binding, % at 10 µM;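 active = inhibition of aptamer binding above 40%, roughly 3 SD of noise, on plates passing a quality check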;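 also: median bead fluorescence of bound FAM aptamer so fluorescent compounds give negative values; no value below 0 was filed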
Target sequence (P25098 whole entry, looked up): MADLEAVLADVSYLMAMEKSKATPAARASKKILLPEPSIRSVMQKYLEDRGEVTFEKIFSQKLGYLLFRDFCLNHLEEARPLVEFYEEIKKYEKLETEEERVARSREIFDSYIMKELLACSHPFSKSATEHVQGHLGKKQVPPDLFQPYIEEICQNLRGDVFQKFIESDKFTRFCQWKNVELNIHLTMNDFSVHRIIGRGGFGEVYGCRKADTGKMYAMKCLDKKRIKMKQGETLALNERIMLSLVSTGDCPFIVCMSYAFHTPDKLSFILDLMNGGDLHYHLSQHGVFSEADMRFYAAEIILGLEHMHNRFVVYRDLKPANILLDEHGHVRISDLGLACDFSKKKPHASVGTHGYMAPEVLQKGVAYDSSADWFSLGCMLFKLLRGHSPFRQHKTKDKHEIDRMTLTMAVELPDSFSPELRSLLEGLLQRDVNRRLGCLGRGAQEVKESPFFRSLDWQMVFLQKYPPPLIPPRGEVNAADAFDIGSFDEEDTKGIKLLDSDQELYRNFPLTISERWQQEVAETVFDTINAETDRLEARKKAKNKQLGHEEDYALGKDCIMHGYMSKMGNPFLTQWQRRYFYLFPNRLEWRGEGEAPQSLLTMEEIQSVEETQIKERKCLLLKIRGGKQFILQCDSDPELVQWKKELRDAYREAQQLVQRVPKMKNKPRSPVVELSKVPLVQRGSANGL
RPL19A-GFP yeast: modulators of TOR pathway RPL19A-GFP in S. cerevisiae; S. cerevisiae RPL19A-GFP strain, flow cytometry, 3 h; stronger effect = lower value; percent response vs DMSO, % at 10 µM; 330,000 tested, 0.3% active;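 active = percent response vs DMSO below 50%; inconclusive = fewer than 70 events counted for the yeast strain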;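 also: median channel GFP fluorescence of the barcoded RPL19A-GFP strain; ratio of sample median GFP to plate DMSO average so 100% = DMSO; lower means less RPL19A-GFP as with rapamycin TOR inhibition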
JMJD2C inh: blocks human GASC-1 demethylase activity; AID 2099; Q9H3R0; 330,000 tested, 0.069% active; GST-JMJD2C(1-420) H3K9me3 demethylation, DELFIA europium; inhibition, % at 2.35 µM;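 active = more than half of a compound's replicate wells show inhibition beyond 50%, single wells judged on their own value; inconclusive = some, but no more than half, of replicates pass 50% inhibition; inactive = no replicate passes 50% inhibition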;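 also: signal counts dimethyl H3K9 product captured on neutravidin plate; 0% = median of DMSO wells and 100% = 0.3 times that DMSO median; strong numbers were not always called active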
VLA-4 inh: inhibition in a human VLA-4 binding assay. P13612. VLA-4 expressing cells, ligand binding flow cytometry. inhibition, % (about 7 µM as worked out from the volumes in the protocol). 330,000 tested, 0.2% active. AID 2557; in the data active = inhibition above about 50%
MEP2 TOR yeast: yeast TOR pathway MEP2-GFP modulation. S. cerevisiae MEP2-GFP strain, flow cytometry GFP, 3 h; 100% = DMSO control level. GFP response vs DMSO, % at 10 µM. 330,000 tested, 0.51% active;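 active = GFP response versus DMSO above a set limit, roughly screen mean plus 3 SD, cut at about 180% in these data; inconclusive = fewer than 70 cells counted for a yeast strain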;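 also: median GFP fluorescence of the barcode-gated MEP2-GFP cells per well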
* hit, by the source's call; u = inconclusive; x = not tested or not shown. An unsorted share of the library; about 1.7% have a hit in one of these screens.

Structure	AGP1 TOR yeast	LAP4-GFP MLPCN	CIT2-GFP yeast	GRK2 aptamer HTS	RPL19A-GFP yeast	JMJD2C inh	VLA-4 inh	MEP2 TOR yeast
CC(OC(=O)c1ccccc1NCCO)C(=O)Nc1ccc(S(=O)(=O)N2CCOCC2)cc1 (stereo unspecified)	106	103	100	1	96	5	2	102
Cc1c(N(C)C)c(=O)n(-c2ccccc2)n1C	95	102	84	2	100	8	12	94
COc1ccc(S(=O)(=O)N2CCOCC2)cc1NC(=O)CC(C)c1ccccc1 (stereo unspecified)	90	95	93	1	95	-5	4	105
N=c1c(-c2nc3ccccc3[nH]2)cc(C(=O)c2cccs2)nn1-c1ccccc1	104	106	98	0	97	6	-5	106
Cc1ccc(-c2cc(C(=O)Nc3nn[nH]n3)c3ccccc3n2)cc1	x	111	106	0	100	1	12	105
C=CC[C@H](CC(=O)N(CCO)Cc1ccccc1)C(=O)N[C@H](COC(=O)[C@@H](CC=C)CC(=O)OC(C)(C)C)c1ccccc1	97	87	90	0	93	-4	-1	87
COc1ccc(C(=O)Nc2cc3c(cc2N2CCCCC2)n(C)c(=O)n3C)cc1OC	103	105	94	3	92	8	12	102
CCN1C[C@@H]2[C@@H]3C(=O)N(C)C(=O)[C@@H]3[C@](CC)(C1=O)N2C(=O)c1ccc(C(C)(C)C)cc1	105	93	95	4	98	2	15	94
O=C(Cn1ccc2ccccc2c1=O)NCC(=O)N1CCN(c2ccccc2F)CC1	99	92	102	0	101	-14	-1	101
O=C(N/N=C/c1cccnc1)c1ccc2ccccc2c1O	97	77	89	2	117	-1	16	108
Cn1c(=O)c2c(SCC(=O)N3CCCc4ccccc43)nc(C3CC3)nc2n(C)c1=O	93	91	100	2	95	5	-13	98
Cc1ccc(OCCOC(=O)c2sc(=S)n(C)c2C)cc1	96	109	93	0	103	26	-6	102

Compounds above with an aryl methoxy group (2):
Structure	AGP1 TOR yeast	LAP4-GFP MLPCN	CIT2-GFP yeast	GRK2 aptamer HTS	RPL19A-GFP yeast	JMJD2C inh	VLA-4 inh	MEP2 TOR yeast
COc1ccc(S(=O)(=O)N2CCOCC2)cc1NC(=O)CC(C)c1ccccc1 (stereo unspecified)	90	95	93	1	95	-5	4	105
COc1ccc(C(=O)Nc2cc3c(cc2N2CCCCC2)n(C)c(=O)n3C)cc1OC	103	105	94	3	92	8	12	102

Next section:
Structure	AGP1 TOR yeast	LAP4-GFP MLPCN	CIT2-GFP yeast	GRK2 aptamer HTS	RPL19A-GFP yeast	JMJD2C inh	VLA-4 inh	MEP2 TOR yeast
CC(C)Oc1cccc(C(=O)C2CCCN(C(=O)c3ccc4c(c3)OCO4)C2)c1 (stereo unspecified)	96	91	97	2	99	16	2	102
C[C@@H](C(=O)NCc1ccc(S(C)(=O)=O)cc1)[C@@H]1C[C@@]1(C)[C@@H](NC(=O)OCc1ccccc1)c1ccccc1	108	106	101	2	103	4	4	102
O=C(OCC(=O)N1CCN(C(=O)c2ccco2)CC1)c1ccc(Cl)nc1	98	96	111	1	96	-7	-6	101
CC(C)Oc1ccc(Br)cc1C(=O)N/N=C/c1c[nH]c2ccccc12	87	99	96	0	98	u	0	104
Cc1ccn2c(CNCCn3nc(C)cc3C)c(C(=O)N3CCCCCC3)nc2c1	120	109	109	0	99	-4	9	103
O=c1c2ccccc2nnn1CSc1nnnn1-c1ccccc1	101	107	104	1	100	-1	6	102
CC(C)Oc1ccc(C(=O)Nc2ccccc2N2CCOCC2)cc1	105	98	103	0	112	-2	13	101
CCn1c(=N)n(CC(O)c2cccs2)c2ccccc21 (stereo unspecified)	100	97	104	1	106	-7	41	103
C=CCc1cccc2cc(C(=O)O)c(=O)oc12	101	120	91	1	102	-4	1	96
O=C(N/N=C/c1cc(Cl)ccc1O)c1ccncc1	93	79	76	1	95	2	3	87
CCOC(=O)CNC(=O)c1ccc(C#CC2(O)CCCCC2)cc1	104	98	107	1	106	4	5	108
CC(=O)c1cc(CN2CCC(C(=O)Nc3ccc(-n4nc(C)cc4C)cc3)CC2)cs1	104	111	106	0	110	13	15	113

Three entries out of the list, sorted by molar mass, descending.
Structure	AGP1 TOR yeast	LAP4-GFP MLPCN	CIT2-GFP yeast	GRK2 aptamer HTS	RPL19A-GFP yeast	JMJD2C inh	VLA-4 inh	MEP2 TOR yeast
C=CC[C@H](CC(=O)N(CCO)Cc1ccccc1)C(=O)N[C@H](COC(=O)[C@@H](CC=C)CC(=O)OC(C)(C)C)c1ccccc1	97	87	90	0	93	-4	-1	87
CCN1C[C@@H]2[C@@H]3C(=O)N(C)C(=O)[C@@H]3[C@](CC)(C1=O)N2C(=O)c1ccc(C(C)(C)C)cc1	105	93	95	4	98	2	15	94
Cc1ccc(-c2cc(C(=O)Nc3nn[nH]n3)c3ccccc3n2)cc1	x	111	106	0	100	1	12	105

The results go on.
Structure	AGP1 TOR yeast	LAP4-GFP MLPCN	CIT2-GFP yeast	GRK2 aptamer HTS	RPL19A-GFP yeast	JMJD2C inh	VLA-4 inh	MEP2 TOR yeast
Cc1cc(=O)[nH]c(N/N=C/c2cc(C)n(CC(F)(F)F)c2C)n1	103	98	94	0	98	18	12	99
COC(=O)c1ccccc1Oc1nc(Cl)cc(OC)n1	109	90	104	0	102	2	6	98
CCC(CO)Oc1cc(NC(=O)Cc2ccccc2)c2ncn(C(C)C)c2c1 (stereo unspecified)	98	86	95	0	97	0	15	91
COc1ccccc1-c1nc2cc3ccccc3cc2nc1-c1ccccc1OC	105	88	109	5	105	-5	-28	106
COc1ccc(OCC(=O)Nc2cc(S(=O)(=O)N3CCCCC3)ccc2OC)cc1	97	103	91	0	95	93	-6	99
C[C@H]1CN(CCc2ccccc2)C(=O)[C@@H]1CC(=O)NCc1ccccc1	84	131	113	3	102	61*	-8	95
Cc1ccc(N2CC(C(=O)NC3CC3)CC2=O)cc1 (stereo unspecified)	96	90	95	0	104	-1	3	107
CC1CC(=S)Nc2ccccc2S1 (stereo unspecified)	94	103	93	12	96	7	7	91
Cc1cc(Br)c(OCc2ccc(C(=O)N/N=C3\CC(=O)CC(C)(C)C3)cc2)c(Br)c1	101	101	102	5	101	2	8	109
COc1ccccc1CN1CC(C(=O)N(C)Cc2nc(C)cs2)CCC1=O (stereo unspecified)	103	98	109	1	108	3	-4	107
CC1(C)CC(=O)C2=C(C1)Nc1ccccc1N(C(=O)C1CC1)C2c1ccco1 (stereo unspecified)	98	90	107	11	108	-14	-3	107
CC(C)C(C(=O)O)N1C(=O)/C(=C/c2cccn2C)SC1=S (stereo unspecified)	88	96	86	0	95	-9	10	95
CNc1cc(=O)n(C)c(=O)n1-c1ccccc1	100	104	91	3	95	1	10	98
O=C1CSC(c2ccccc2)N1c1ccc([N+](=O)[O-])cc1 (stereo unspecified)	104	93	105	0	108	-5	-2	102
Cc1csc(NC(=O)c2cccc(C)c2C)n1	96	104	102	0	99	-6	10	102
CN(Cc1ccccc1)c1ccc(C(CC(N)=O)NC(=O)c2ccccc2)cc1[N+](=O)[O-] (stereo unspecified)	100	102	102	4	100	-9	-10	105
Cc1c(C)c2ccc(OCC(=O)N3CCC[C@@H]3C(=O)O)c(C)c2oc1=O	95	102	94	0	97	0	45	108
Cc1nn(-c2ccccc2)c(N2CCCC2)c1/C=N/NC(=O)c1cc(-c2cccnc2)nc2ccccc12	101	108	99	0	109	-10	16	105
COc1ccc(C(=O)NNC(=O)CSc2ccccc2)cc1	110	104	107	2	104	-8	4	104
Cc1cc(NC(=O)CCN2CCN(C)CC2)ccc1Br	94	84	101	0	95	14	12	105
Cc1cc(N2CCN(C)CC2)nc(-c2ccccc2O)n1	103	101	101	0	95	13	8	98
O=C(CCn1cccc(C(F)(F)F)c1=O)Nc1cccc(C(F)(F)F)c1	91	99	91	2	99	-1	-1	95
CCn1nnc2cc(C(=O)N(CCOC)CC(=O)Nc3cccc(C)c3C)ccc21	117	114	106	2	110	x	3	110
Cc1cc(C)c(NC(=O)CN2C(=O)NC3(CCOc4ccccc43)C2=O)c(C)c1 (stereo unspecified)	110	105	110	0	105	-7	17	111
Cc1cc(CN(C)C(=O)c2ccc(OC3CCN(Cc4ccccn4)CC3)cc2)on1	121	117	105	0	105	3	-5	102
CCC(CC)C(=O)Nc1cc([N+](=O)[O-])ccc1Cl	96	96	103	0	101	-3	-5	102

4 records picked at random from the list so far:
Structure	AGP1 TOR yeast	LAP4-GFP MLPCN	CIT2-GFP yeast	GRK2 aptamer HTS	RPL19A-GFP yeast	JMJD2C inh	VLA-4 inh	MEP2 TOR yeast
Cc1csc(NC(=O)c2cccc(C)c2C)n1	96	104	102	0	99	-6	10	102
Cc1cc(CN(C)C(=O)c2ccc(OC3CCN(Cc4ccccn4)CC3)cc2)on1	121	117	105	0	105	3	-5	102
Cc1cc(N2CCN(C)CC2)nc(-c2ccccc2O)n1	103	101	101	0	95	13	8	98
CCC(CC)C(=O)Nc1cc([N+](=O)[O-])ccc1Cl	96	96	103	0	101	-3	-5	102

High-throughput results from PubChem.
